VP16 counter: Gal4-VP16 reporter inhibition counter-screen; Drosophila S2 Gal4-VP16 UAS-luciferase, luminescence, 20 h; Potency, µM (highest dose often 53.6 µM), for the others: top-dose activity, negative = inhibition, hits mostly inhibitors; 3.5% of 310,000 active;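 note: Gal4-VP16 expression switched on by copper sulfate through the metallothionein promoter; % is set by controls: 0 for no effect and ±100 for the full control effect; nearly all actives have a fitted effect of over 50% in size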
FLuc counter: firefly luciferase modulation, counter-screen for miR-21 project; purified FLuc, Km substrates, luminescence inhibition; P08659; AID 588342; Potency, µM (highest dose often 57.5 µM), inactives show at the highest dose activity change, negative = inhibition, most hits filed as inhibitors; 6.9% of 360,000 active;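 note: plate controls were vehicle for no effect and reference inhibitor for full effect; nearly all actives have a fitted effect of over 55% in size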
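Biochemical qHTS of compounds, final roughly 60 µM downward over six points, against 10 nM purified firefly luciferase using Km concentrations of substrates (10 uM D-luciferin, 10 uM ATP) in Tris acetate pH 7.5 buffer; luminescence output.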
RORgamma inh: blocks mouse ROR gamma transcriptional activity; Drosophila S2 Gal4-RORgamma UAS-luciferase reporter, 20 h; AID 2551; Potency, µM (top dose mostly 53.6 µM), inactives show at the highest dose activity change, negative = inhibition, most hits filed as inhibitors; 5.4% of 310,000 active; P51450; note: % is set by controls: 0 for no effect and ±100 for the full control effect; nearly all actives have a fitted effect of over 60% in size
Target sequence (P51450 whole entry, looked up, the tested form may be a part): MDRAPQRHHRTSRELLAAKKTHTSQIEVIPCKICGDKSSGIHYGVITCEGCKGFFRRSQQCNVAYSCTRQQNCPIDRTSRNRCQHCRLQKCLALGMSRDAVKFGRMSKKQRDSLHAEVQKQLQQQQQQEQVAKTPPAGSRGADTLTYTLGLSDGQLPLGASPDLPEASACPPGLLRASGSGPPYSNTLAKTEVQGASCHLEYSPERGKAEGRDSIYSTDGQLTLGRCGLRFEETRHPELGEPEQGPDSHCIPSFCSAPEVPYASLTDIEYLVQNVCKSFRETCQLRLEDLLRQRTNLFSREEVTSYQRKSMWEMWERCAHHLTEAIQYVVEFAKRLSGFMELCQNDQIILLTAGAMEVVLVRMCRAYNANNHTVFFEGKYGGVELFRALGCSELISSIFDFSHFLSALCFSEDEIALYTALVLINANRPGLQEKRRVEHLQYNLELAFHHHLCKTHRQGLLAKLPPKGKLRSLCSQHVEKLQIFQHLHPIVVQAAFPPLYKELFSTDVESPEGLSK
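Read-out: Photinus luciferase luminescence; inhibitors lower reporter signal. Insect Schneider cells with Gal4-ROR gamma fusion under metallothionein promoter, UAS reporter; 700 uM final copper sulfate induction, 20 hr, ambient temperature.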
Rab9 prom act: activates the Rab9 promoter. Huh7 Rab9 promoter-luciferase reporter, luminescence, 24 h. Potency, µM (series often up to 9.22 µM), inactives show at the highest dose activation, negative = inhibition, actives largely listed as activators. 2.8% of 320,000 active. AID 485297; note: % of control where 0% means no effect; nearly all actives have a fitted effect of over 60% in size
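Huh7 reporter line, Rab9 promoter upstream of luciferase. Compound exposure 24 h at 37 °C in reduced-serum medium with 10% FBS. Read-out: luminescence.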
MLL CXXC-DNA inh: blocks binding of human MLL CXXC domain to DNA; Q03164; MLL-CXXC / FITC-HOXA9 DNA fluorescence polarization; Potency, µM (doses to about 115 µM), inactives show top-dose activity change, negative = inhibition, usual class: inhibitors; 0.037% of 290,000 active; AID 2662; active = well fitted inhibition curve with a large enough effect in the polarisation, with a control signal flat, not every such curve was filed as active; inconclusive = small, poorly fitted or top-dose-only effect, or effect the other way, or a change in a side signal; inactive = no such curve, though single readings can be large or run the other way; the % refers to the polarisation
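Fluorescence polarization: 7 uM MLL-CXXC (stock) preincubated 5 min with compounds, then 50 nM fluorescein-HOX-A9 DNA (stock) added; 30 min ambient. Buffer 50 mM Tris-HCl pH 7.5, 50 mM NaCl, 1 mM DTT, 0.05% BSA.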
p53 reactivator: mutant p53 re-activation in reporter cells. H1299 p53-A138V BP100-luciferase reporter, luminescence, 24 h. Potency, µM (series often up to 92.2 µM), without a hit: at the top dose activity change, positive = activation, actives largely listed as activators. AID 504706. 0.063% of 320,000 active; note: % of control where 0% means no effect; nearly all actives have a fitted effect of over 45% in size
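H1299 (p53-null), stable ts p53-A138V + BP100-Luc; 1000 cells/well, Opti-MEM/10% FBS; cpd 4 pt, 1:5; 24 h, 37 deg C, 5% CO2; detection reagent 10 min RT; luminescence.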
BRCA1 expr act: increases BRCA1 expression; MCF7-BRCA1-FFLuc reporter, luminescence, 48 h; response scale: scaled: vehicle 0%, 10 µM genistein 100%; Potency, µM (top dose mostly 46.1 µM), for the others: at the top dose activation, actives largely listed as activators; 1.1% of 380,000 active; note: nearly all actives have a fitted effect of over 80% in size; some results filed as inactive show a strong effect at the top dose
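MCF7-BRCA1-FFLuc cells, 2000/well in phenol-red-free MEM, attached 2 h then treated 48 h at 37 C. Luciferase luminescence read 15 min after reagent; normalized to genistein maximum activation (10microM) and DMSO, concentration-response fitted.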
ELG1 genotox: induces genotoxicity in HEK293T cells with luciferase-tagged ELG1; HEK293T ELG1-luciferase reporter, luminescence, 16 h; Potency, µM (top dose mostly 46 µM), inactives show top-dose activity change, positive = activation, hits mostly activators; 1.3% of 330,000 active; AID 504466; note: % of control where 0% means no effect; nearly all actives have a fitted effect of over 60% in size
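Quantitative HTS format in 1536-well plates. HEK293T ELG1-luciferase reporter cells receive test compound and are incubated 16 hr at 37 °C, 5% CO2; ONE-Glo added, 30 min room temperature, then luminescence read.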
uPA surface inh: blocks generation of uPA at the cell surface; cell surface uPA generation assay, qHTS; Potency, µM (titrated, usually from 38.3 µM), without a hit: top-dose activity change, negative = inhibition, most hits filed as inhibitors; 0.31% of 330,000 active; AID 540303; active = well fitted inhibition curve with a large enough effect; inconclusive = small, poorly fitted or top-dose-only effect; inactive = no such curve, though single readings can be large or run the other way; tested in mouse RAW 264.7 cells; note: % is set by controls: 0 for no effect and ±100 for the full control effect; nearly all actives have a fitted effect of over 55% in size
NPC1 promoter act: activators of NPC1 promoter | 2.4% of 320,000 active | Potency, µM (series often up to 9.22 µM), inactives show at the highest dose activation, usual class: activators | Huh7 NPC1 promoter luciferase reporter, 24 h | AID 485313;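 note: % of control where 0% means no effect; nearly all actives have a fitted effect of over 60% in size; reporter is driven by a mutant NPC1 promoter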
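Luciferase expression driven by the NPC1 promoter was measured in stably transfected Huh7 cells after a 24 h compound incubation, using a luciferase reagent and a luminescence read.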
MBNL1-CUG inh: MBNL1-poly(CUG) RNA binding inhibition; TR-FRET MBNL1-His/biotin-(CUG)12 binding, 665/545 ratio; 0.036% of 280,000 active; Q9NR56; Potency, µM (highest dose often 57.5 µM), for the others: top-dose activity change, negative = inhibition, hits mostly inhibitors; active = well fitted inhibition curve with a large enough effect in the signal ratio, with a control signal flat, not every such curve was filed as active; inconclusive = small, poorly fitted or top-dose-only effect, or effect the other way, or a change in a side signal; inactive = no such curve, though single readings can be large or run the other way; the % refers to the signal ratio; note: % is set by controls: 0 for no effect and ±100 for the full control effect
Target sequence (Q9NR56 whole entry, looked up): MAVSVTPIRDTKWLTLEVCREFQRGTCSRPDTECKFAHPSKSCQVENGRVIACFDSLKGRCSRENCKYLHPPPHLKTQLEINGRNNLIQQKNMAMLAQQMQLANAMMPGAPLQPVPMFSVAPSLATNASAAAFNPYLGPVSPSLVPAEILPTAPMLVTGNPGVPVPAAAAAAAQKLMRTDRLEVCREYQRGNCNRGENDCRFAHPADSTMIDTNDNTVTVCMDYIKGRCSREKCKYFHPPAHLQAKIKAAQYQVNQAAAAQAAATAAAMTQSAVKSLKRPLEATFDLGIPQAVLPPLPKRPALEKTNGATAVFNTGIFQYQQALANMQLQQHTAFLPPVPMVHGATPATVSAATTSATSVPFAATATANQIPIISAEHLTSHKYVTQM
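MBNL1-His + Biotin-(CUG)12, cpd titration 92 nM–58 uM; Tb anti-His Ab 0.055 ng/ul, SA-XL665 5 nM (final); 60 min RT; ratiometric 665/545 nm, Ex 340 nm; normalized to buffer and full-complex controls.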
* hit, by the source's call; ? = inconclusive; / = not tested or not shown; [ ] = dose if it differs, or a comment. Unless noted, calls come from the whole dose curve; as a rule, active = well fitted curve in the direction sought with a large enough effect; inconclusive = small, poorly fitted or top-dose-only effect, or another doubt; inactive = no such curve, though single readings can be large; an effect the other way counts as inactive or inconclusive. Potency is the fitted concentration of half-maximal effect. This is a subset; count on the stated rates, not on these rows.

SMILES	VP16 counter	FLuc counter	RORgamma inh	Rab9 prom act	MLL CXXC-DNA inh	p53 reactivator	BRCA1 expr act	ELG1 genotox	uPA surface inh	NPC1 promoter act	MBNL1-CUG inh
O=C(C[C@@H]1NS(=O)(=O)OC2CCCCC21)c1ccccc1 (stereo partly drawn)	2%	-2%	2%	0%	-6%	11%	11%	3%	?	1%	2%
COc1cc(N2C(=O)c3ccccc3C2=O)c(Cl)cc1C(=O)OCC(=O)N1CCOCC1	9%	4%	-2%	-2%	0%	1%	17%	5%	-2%	0%	17%
CC(C)CC1NC(=O)N(CC(=O)N2CCN(S(=O)(=O)c3ccc(Cl)cc3)CC2)C1=O (stereo not drawn)	12%	0%	6%	-4%	-1%	-1%	-9%	-5%	3%	-1%	0%
O=C(CSc1nc2ccccc2nc1N1CCCC1)Nc1ccc(F)cc1	-10%	4%	-8%	0%	/	/	-14%	1%	5%	0%	19%
C=CCSc1nc(-c2ccccc2)c2cc(Cl)ccc2n1	9%	-2%	12%	-1%	-5%	-1%	-20%	1%	6%	2%	8%
O=C(/C=C/c1ccncc1)c1ccc(NC(=O)c2ccccc2F)cc1	?	?	?	1%	-1%	-28%	-86%	-16%	-5%	-2%	-3%[11.5 µM]
CC1CN(c2ccccc2)CCN1Cc1nc(Cc2ccccc2)no1 (stereo not drawn)	1%	0%	2%	-13%	-1%	4%	1%	-5%	3%	2%	11%
CCN1CCN(Cc2c(C(=O)N/N=C(\C)c3ccc(Cl)cc3)nnn2-c2nonc2N)CC1	-11%	1%	9%	5%	6%	20%	-1%	-6%	2%	1%	2%
COCCNC(=O)c1ccc(N2CC3CC(C2)c2cccc(=O)n2C3)c(NC(=O)c2ccc(Br)o2)c1 (stereo not drawn)	-7%	3%	-1%	-2%	14%	0%	13%	3%	-1%	-2%	1%
Cc1ccc(/C=C2\SC(=S)N(/N=C/c3cc([N+](=O)[O-])ccc3O)C2=O)o1	-16%	24µM*	?	-6%	-23%	-2%	-7%	-4%	-1%	-1%	?
CCCn1c(Nc2ccc(Cl)cc2)nc2ccccc21	-13%	2%	?	0%	1%	-14%	-11%	0%	-2%	-8%	-3%
Cc1oc2c(O)c(O)ccc2c(=O)c1-c1cnn(-c2ccccc2)c1	5%	?	22%	-3%	1%	13%	-17%	-5%	/	-9%	-7%
c1cncc(-c2nc(NCCCN3CCOCC3)c3c4c(sc3n2)CCC4)c1	-19%	?	0%	-3%	2%	-2%	-81%	0%	0%	-6%	-4%
COC(=O)c1cn(CC(=O)Nc2ccccc2C)c2ccccc12	1%	0%	-1%[1.91 µM]	-1%	24%	?	4%	14%	11%	3%	-2%
CNc1ccccc1C(C)(C)c1ccn[nH]1	6%[10 µM]	1%	6%	10%	15%	-5%	23%	-3%	2%	-9%	-3%
Cc1nc(N)nc(Nc2ccc(C#N)cc2)c1Br	-7%	0%	-2%	-5%	-6%	0%	-2%	1%	-6%	-1%	8%
COc1ccc(N2CCN(C(=O)C3CCN(C(=O)c4ccccc4Cl)CC3)CC2)cc1	0%	-1%	12%	5%	7%	-2%	-6%	0%	1%	-5%	1%
CC(C)CNC(=O)CN(c1ccccc1)S(=O)(=O)c1ccccc1[N+](=O)[O-]	-7%	-1%	-20%	4%	2%	-3%	9%	0%	-2%	7%	17%
COc1cc(/C=N/NC(=O)Cc2csc(C)n2)ccc1OCC(C)C	6%	1%	-12%	-12%	4%	0%	-14%	0%	5%	0%	11%
CCOc1ccccc1NC(=O)C(OC(=O)C1CC1)c1ccccc1 (stereo not drawn)	0%	-3%	18%	1%	-3%	0%	-23%	-3%	-1%	-4%	1%
CC1CN(CCOCCOc2ccccc2-c2ccccc2)CC(C)O1 (stereo not drawn)	1%	-2%	-42%[1.91 µM]	-3%	-14%	/	-1%	-6%	21%	-6%	-4%
COc1cc(CN2CCC(n3nccc3NC(=O)c3ccccc3OC)CC2)ccc1F	-4%	?	-7%	1%	?	2%	2%	-7%	2%	1%	-10%
CN1CCN(C/C(=C2/N=C(c3ccccc3)OC2=O)N(C)C)CC1	0%	4%	-1%	-5%	6%	-2%	8%	4%	/	-5%	?
OCC1OC(n2cnc3c(NC4CCCCC4)ncnc32)C(O)C1O (stereo not drawn)	4%	-3%	-4%	1%	-12%	1%	9%	?	0%	3%	-6%
CN(C)CCCN(C(=O)c1ccc(S(=O)(=O)N2CCCCCC2)cc1)c1nc2c(F)cc(F)cc2s1	/	3%	/	-2%	/	-6%	-5%	-1%	-1%	-4%	/

The closing two compounds of the part above lead into the next.
SMILES	VP16 counter	FLuc counter	RORgamma inh	Rab9 prom act	MLL CXXC-DNA inh	p53 reactivator	BRCA1 expr act	ELG1 genotox	uPA surface inh	NPC1 promoter act	MBNL1-CUG inh
OCC1OC(n2cnc3c(NC4CCCCC4)ncnc32)C(O)C1O (stereo not drawn)	4%	-3%	-4%	1%	-12%	1%	9%	?	0%	3%	-6%
CN(C)CCCN(C(=O)c1ccc(S(=O)(=O)N2CCCCCC2)cc1)c1nc2c(F)cc(F)cc2s1	/	3%	/	-2%	/	-6%	-5%	-1%	-1%	-4%	/
Cc1c(Cl)c(-c2n[nH]c(=S)n2Cc2ccco2)nn1C	-24%	-1%	11µM*	1%	1%	-4%	-7%	-1%	7%	-1%	-7%
COc1cccc(NC(=O)COC(=O)CNC(=O)C2CCCCC2)c1	/	3%	/	-2%	/	-4%	-4%	2%	5%	-5%	/
CN(c1ccc(C(=O)Nc2ccc(CC#N)cc2)cc1)S(C)(=O)=O	8%	?	26%	-6%	19%	12%	40%	0%	7%	0%	2%
C/C=C/C(=O)N1CC2(CC(c3cccc(NC(=O)CCCCC)c3)=NO2)C[C@H]1C(N)=O (stereo partly drawn)	-2%	-4%	-2%	-7%	2%	-2%	/	3%	/	-4%	6%
O=C(NC(=S)NNC(=O)c1cnccn1)c1ccc(F)cc1	-6%	-2%	-35%	-23%	4%	13%	-76%	0%	?	-10%	6%
O=C(CSc1n[nH]c(-c2cccnc2)n1)Nc1ccccc1	5%	-1%	28%	-4%	3%	-5%	1%	-1%	6%	0%	?
O=C(O)CN1C(=O)CC(Cc2ccc(Cl)cc2)C1=O (stereo not drawn)	8%	0%	-7%	-1%	2%	8%	-1%	0%	/	-1%	0%
CC1(C)OC(=CC=Nc2ccc(Cl)cc2)OC1(C)C	-14%	-18%	-9%	-1%	27%	4%	-18%	-13%	-5%	0%	1%
Cn1cc(CN2CCCC(CNS(=O)(=O)c3cccc4cccnc34)C2)cn1 (stereo not drawn)	3%	3%	6%	0%	14%	15%	-3%	11%	3%	-5%	-2%
CCc1nn(CC(=O)NCc2ccccc2Cl)c(=O)c2cccn12	16%	?	-4%	-12%	6%	0%	4%	0%	-1%	2%	-6%
OC(COc1ccccc1)CSc1ncn[nH]1 (stereo not drawn)	-18%	0%	11%	0%	-2%	-4%	0%	-1%	/	-3%	-11%
O=C1c2cccc(OCC(=O)N3N=C(c4cccs4)CC3c3ccc(F)cc3)c2CCN1Cc1cccnc1 (stereo not drawn)	?	2%	-13%	2%	-1%	-6%	-83%	-8%	-12%	-7%	?
CCn1c(SCC(=O)Nc2cc(C)ccc2C)nnc1-c1cnccn1	-7%	1%	-3%	-1%	3%	5%	5%	0%	2%	-9%	-21%

An excerpt from above in order of their number in Rab9 prom act, rising.
Molecule	Rab9 prom act	MLL CXXC-DNA inh	p53 reactivator	uPA surface inh	NPC1 promoter act
O=C(CSc1n[nH]c(-c2cccnc2)n1)Nc1ccccc1	-4%	3%	-5%	6%	0%
O=C(O)CN1C(=O)CC(Cc2ccc(Cl)cc2)C1=O (stereo not drawn)	-1%	2%	8%	/	-1%
Cn1cc(CN2CCCC(CNS(=O)(=O)c3cccc4cccnc34)C2)cn1 (stereo not drawn)	0%	14%	15%	3%	-5%

Entries from the list above containing a thiophene ring, fused or not (2):
SMILES	VP16 counter	FLuc counter	RORgamma inh	Rab9 prom act	MLL CXXC-DNA inh	p53 reactivator	BRCA1 expr act	ELG1 genotox	uPA surface inh	NPC1 promoter act	MBNL1-CUG inh
c1cncc(-c2nc(NCCCN3CCOCC3)c3c4c(sc3n2)CCC4)c1	-19%	?	0%	-3%	2%	-2%	-81%	0%	0%	-6%	-4%
O=C1c2cccc(OCC(=O)N3N=C(c4cccs4)CC3c3ccc(F)cc3)c2CCN1Cc1cccnc1 (stereo not drawn)	?	2%	-13%	2%	-1%	-6%	-83%	-8%	-12%	-7%	?

High-throughput results deposited in PubChem BioAssay by National Center for Advancing Translational Sciences (NCATS).
